# Mm-Cpn inhibitor = blocks the Methanococcus maripaludis chaperonin Mm-Cpn; purified Mm-Cpn ATPase, ADP Transcreener TR-FRET; Potency, µM (doses to about 76.9 µM), inactives show at the top dose activity, negative = inhibition, actives largely listed as inhibitors; 0.031% of 330,000 active; note: % is set by controls: 0 for no effect and ±100 for the full control effect; nearly all actives have a fitted effect of over 80% in size
#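 Measured: ADP formation by purified Mm-CPN. Conditions: 25 nM protein, 10 uM ATP, Tris pH 7.4 with Mg2+, K+ and DTT, 37°C for 30 min. Detection: Transcreener HTRF after 30 min at room temperature.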
# A549 viability = A549 cytotoxicity, counter-screen for Nrf2 inhibitors; A549 ARE-Fluc cells, CellTiter-Fluor viability, 18-24 h; Potency, µM (titrated, usually from 46 µM), for inactives: at the top dose activity change, negative = cytotoxicity, actives largely listed as inhibitors; 0.16% of 390,000 active; AID 504648; note: % is set by controls: 0 for no effect and ±100 for the full control effect
#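 Cytotoxicity counterscreen: CellTiter-Fluor fluorescence was measured in A549 ARE_Fluc cells after 18-24 h of compound exposure in a concentration series. The subsequent BugLite luminescent read reports ARE-luciferase activity.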
# EPAC2 ag = EPAC2 (human) agonism. Potency, µM (series often up to 154 µM), without a hit: top-dose activation, hits mostly activators. AID 720711. EPAC2 activation, biochemical qHTS; response scale: 100% = 6.5 mM cAMP response. Q8WZA2. 0.079% of 360,000 active; note: nearly all actives have a fitted effect of over 50% in size
# Target sequence (Q8WZA2 whole entry, looked up): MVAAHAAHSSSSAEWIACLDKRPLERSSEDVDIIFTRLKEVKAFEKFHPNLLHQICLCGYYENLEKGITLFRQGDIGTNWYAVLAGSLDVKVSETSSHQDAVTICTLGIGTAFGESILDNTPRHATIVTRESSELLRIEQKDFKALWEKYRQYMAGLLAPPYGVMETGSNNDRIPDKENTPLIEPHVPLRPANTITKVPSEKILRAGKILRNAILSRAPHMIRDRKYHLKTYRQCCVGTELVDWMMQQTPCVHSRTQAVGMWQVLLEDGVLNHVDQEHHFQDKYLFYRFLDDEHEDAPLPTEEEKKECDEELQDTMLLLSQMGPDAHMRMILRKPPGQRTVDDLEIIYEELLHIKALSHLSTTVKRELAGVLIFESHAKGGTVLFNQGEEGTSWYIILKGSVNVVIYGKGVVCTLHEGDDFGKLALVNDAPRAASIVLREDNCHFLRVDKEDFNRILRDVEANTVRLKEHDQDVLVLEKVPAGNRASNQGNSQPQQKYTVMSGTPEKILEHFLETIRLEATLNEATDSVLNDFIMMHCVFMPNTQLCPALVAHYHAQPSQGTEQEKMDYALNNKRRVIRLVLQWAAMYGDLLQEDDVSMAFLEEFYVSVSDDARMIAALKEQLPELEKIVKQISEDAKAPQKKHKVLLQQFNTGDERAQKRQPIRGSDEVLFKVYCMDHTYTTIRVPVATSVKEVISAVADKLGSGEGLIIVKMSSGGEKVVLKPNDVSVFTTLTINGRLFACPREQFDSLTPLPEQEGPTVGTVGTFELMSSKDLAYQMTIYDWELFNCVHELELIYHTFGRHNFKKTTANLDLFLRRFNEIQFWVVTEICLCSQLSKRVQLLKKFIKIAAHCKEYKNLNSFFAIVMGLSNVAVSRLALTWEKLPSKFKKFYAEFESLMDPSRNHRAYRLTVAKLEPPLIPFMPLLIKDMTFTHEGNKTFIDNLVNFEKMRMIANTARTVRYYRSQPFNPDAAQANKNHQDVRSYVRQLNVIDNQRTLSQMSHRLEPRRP
#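 Compounds were added across a concentration range to EPAC2 (100 nM), RAP1B-BODIPY-GDP (250 nM) and GDP (50 uM). After 5 min at room temperature, fluorescence was recorded at 5-min intervals for 30 min.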
# EPAC2 antagonist = EPAC2 (human) antagonism. Q8WZA2. EPAC2 GEF exchange of Rap1B-BODIPY-GDP, fluorescence. Potency, µM (doses to about 114 µM), inactives show at the top dose activity, negative = inhibition, hits mostly inhibitors. 0.18% of 360,000 active; note: % is set by controls: 0 for no effect and ±100 for the full control effect; nearly all actives have a fitted effect of over 45% in size; many of its hits are not listed in these tables
# Nrf2 block = inhibitors of Nrf2 signaling | Potency, µM (series often up to 46 µM), inactives show at the highest dose activity change, negative = inhibition, most hits filed as inhibitors | AID 504444 | 2.1% of 360,000 active | A549 ARE-Fluc reporter, luciferase luminescence, 18-24 h; note: % is set by controls: 0 for no effect and ±100 for the full control effect; nearly all actives have a fitted effect of over 60% in size
#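 A549 ARE_Fluc cells (5000/well, 5% FBS OPTI-MEM) pre-incubated 2 h, then treated with compounds 18-24 h at 37C/5% CO2 in concentration-response. CellTiter-Fluor viability read first; BugLite luciferase luminescence after 15 min at room temperature gives Nrf2 activity.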
# TGFb inhibitor = TGF-b pathway inhibition. HepG2 CAGA-GFP TGF-b/SMAD3 reporter, GFP fluorescence, 18 h; TGF-beta stimulated, 500 pg/mL final. Potency, µM (top dose mostly 46.1 µM), inactives show at the highest dose activity, negative = inhibition, hits mostly inhibitors. 1.2% of 410,000 active; note: % is set by controls: 0 for no effect and ±100 for the full control effect; nearly all actives have a fitted effect of over 65% in size
#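 Inhibition was scored as loss of TGF-beta-induced (500 pg/mL final, 18 hours, 37 degrees C) GFP in HEPG2 cells carrying a CAGA-GFP reporter, in DMEM with 1% FBS. Well GFP was summed per cell; Activity was normalised to unstimulated and stimulated DMSO wells, then concentration-response fitting.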
# Nrf2 ARE act = activators of Nrf2 (ARE) signaling | AREc32 ARE-luciferase reporter (MCF7-derived line), luminescence, 24 h | Potency, µM (series often up to 46.1 µM), for inactives: top-dose activation, hits mostly activators | 0.31% of 410,000 active | AID 624171; note: % of control where 0% means no effect; nearly all actives have a fitted effect of over 65% in size
#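 Luciferase luminescence (Steady-Glo, 30 min at room temperature) served as the read-out of ARE activation in AREc32 cells treated with compounds for 24 hr at 37 deg C.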
# * hit, by the source's call; u = inconclusive; x = not tested or not shown; & = joins results of further samples; [ ] = another dose, or the depositor's remark. Calls come from the whole dose curve; as a rule, active = well fitted curve in the direction sought with a large enough effect; inconclusive = small, poorly fitted or top-dose-only effect, or another doubt; inactive = no such curve, though single readings can be large; an effect the other way counts as inactive or inconclusive. Potency is the fitted concentration of half-maximal effect. The list is partial; rates above refer to the full screens.
SMILES,Mm-Cpn inhibitor,A549 viability,EPAC2 ag,EPAC2 antagonist,Nrf2 block,TGFb inhibitor,Nrf2 ARE act
O=S(=O)(c1ccc2c(c1)OCCO2)N1CCN(S(=O)(=O)c2ccc3nc(Cl)c(Cl)nc3c2)CC1,x,-5%,x,x,-16%,x,x
COc1cccc(C2=Nn3c(nnc3-c3cccc(OC)c3)SC2)c1,x,-9%,x,x,u,x,x
Brc1c(NC2=NCCN2)ccc2nccnc12,-3%,x,x,x,x,-20%,x
CS(=O)(=O)NCc1ccccc1Br,0%,x,x,x,x,u,x
COc1cccc(Nc2nnc(-c3cc4ccc(O)cc4oc3=O)s2)c1,x,u,x,x,x,x,0.5%
Cc1cc(C)cc(NC(=O)Cn2cc(C(=O)c3ccncc3)c(=O)c3cc(C)c(C)cc32)c1,x,4%,x,x,x,x,2.6%
COC(=O)c1ccc(OCC(O)Cn2cnc3cc(C)c(C)cc32)cc1 (stereo unspecified),x,2%,x,x,x,x,4.0%
CCCC[C@@H]1CNC(=O)C(=O)N1CCc1cccc(F)c1,x,x,8%,u,x,x,x
CCCCN1C(=O)C(CC(=O)NC2CCCCC2)CC(C(=O)N2CCCCCC2)=C1C (stereo unspecified),x,x,6%,u,x,x,x
CCCCN1C(=O)C(CC(=O)NC2CCCC2)CC(C(=O)N2CCCCCC2)=C1C (stereo unspecified),x,x,3%,4%,x,x,x
O=[N+]([O-])c1nccn1C1C=CC(O)C(CO)O1 (stereo unspecified),x,x,3%,18%[57.1 µM],x,x,x
CCOc1ccccc1-c1ccc(C(=O)NCc2ccc(Cl)cc2)o1,x,x,9%[76.9 µM],-7%[57.1 µM],x,x,x

# 3 compounds already listed, sorted by heavy-atom count, ascending.
SMILES,Mm-Cpn inhibitor,A549 viability,EPAC2 ag,EPAC2 antagonist,Nrf2 block,TGFb inhibitor,Nrf2 ARE act
Brc1c(NC2=NCCN2)ccc2nccnc12,-3%,x,x,x,x,-20%,x
CCOc1ccccc1-c1ccc(C(=O)NCc2ccc(Cl)cc2)o1,x,x,9%[76.9 µM],-7%[57.1 µM],x,x,x
O=S(=O)(c1ccc2c(c1)OCCO2)N1CCN(S(=O)(=O)c2ccc3nc(Cl)c(Cl)nc3c2)CC1,x,-5%,x,x,-16%,x,x

# (list continues)
SMILES,Mm-Cpn inhibitor,A549 viability,EPAC2 ag,EPAC2 antagonist,Nrf2 block,TGFb inhibitor,Nrf2 ARE act
Nc1ccn(C2C=CC(CO)O2)c(=O)n1 (stereo unspecified),x,x,6%[76.9 µM],1%[57.1 µM],x,x,x
CC1=C(C(=O)N2CCCCCC2)CC(CC(=O)NC2CCCCC2)C(=O)N1Cc1ccc(F)cc1 (stereo unspecified),x,x,-7%,32%[57.1 µM],x,x,x
O=C(O)c1ccc2c(c1)C(=O)N([C@]1(C(=O)O)C[C@H]1c1ccccc1)C2=O,-1%,-1%,x,x,-9%,x,x
O=C(O)c1ccc2c(c1)C(=O)N([C@H](Cc1ccc(C(F)(F)F)cc1)C(=O)O)C2=O,-1%,-1%,x,x,14%,x,x
N#Cc1ccc(C[C@@H](NS(=O)(=O)c2ccc(C(=O)O)cc2)C(=O)O)cc1,1%,0%,x,x,9%,x,x
N#Cc1ccc(C[C@H](C(=O)O)N2C(=O)c3ccc(C(=O)O)cc3C2=O)cc1,2%,0%,x,x,11%,x,x
NC(=O)c1cccc(C[C@H](C(=O)O)N2C(=O)c3ccc(C(=O)O)cc3C2=O)c1,-1%,2%,x,x,5%,x,x
O=C(O)c1ccc(S(=O)(=O)N[C@H](Cc2ccc(C(F)(F)F)cc2)C(=O)O)cc1,-1%,0%,x,x,3%,x,x
O=C1c2ccccc2NC(c2ccccc2O)N1Cc1ccco1 (stereo unspecified),x,-2%,x,x,-10%,-8%,x
COc1ccc(C2C=C3CNS(=O)(=O)C3CC2OC(=O)c2ccc(Cl)cc2)cc1 (stereo unspecified),x,-2%,x,x,u,u,x
COc1ccc2c(c1OC)C(=O)OC2c1ccc(O)cc1 (stereo unspecified),x,-6%,x,x,u,15%,x
COc1ccc(-c2ccc(C3C4C=CCC(C)C4C(=O)N3Cc3ccccc3)c(F)c2)cc1OC (stereo unspecified),x,-5%,x,x,u,-28%,x

# As entered above:
# `O=C(O)c1ccc(S(=O)(=O)N[C@H](Cc2ccc(C(F)(F)F)cc2)C(=O)O)cc1` | Mm-Cpn inhibitor = -1%
# `O=C1c2ccccc2NC(c2ccccc2O)N1Cc1ccco1` (stereo unspecified) | A549 viability = -2%

# Whole records, looked up by structure:
# COc1ccc(-c2ccc(C3C4C=CCC(C)C4C(=O)N3Cc3ccccc3)c(F)c2)cc1OC (stereo unspecified) reads Mm-Cpn inhibitor: x; A549 viability: -5%; EPAC2 ag: x; EPAC2 antagonist: x; Nrf2 block: u; TGFb inhibitor: -28%; Nrf2 ARE act: x
# O=C1c2ccccc2NC(c2ccccc2O)N1Cc1ccco1 (stereo unspecified) reads Mm-Cpn inhibitor: x; A549 viability: -2%; EPAC2 ag: x; EPAC2 antagonist: x; Nrf2 block: -10%; TGFb inhibitor: -8%; Nrf2 ARE act: x
# COc1ccc2c(c1OC)C(=O)OC2c1ccc(O)cc1 (stereo unspecified) reads Mm-Cpn inhibitor: x; A549 viability: -6%; EPAC2 ag: x; EPAC2 antagonist: x; Nrf2 block: u; TGFb inhibitor: 15%; Nrf2 ARE act: x

# Remaining list, next part:
SMILES,Mm-Cpn inhibitor,A549 viability,EPAC2 ag,EPAC2 antagonist,Nrf2 block,TGFb inhibitor,Nrf2 ARE act
O=C(c1cc(Br)ccc1O)N(Cc1ccco1)Cc1cccs1,x,0%,x,x,10%,u,x
COc1ccc(/C=C\c2nccc3c2[nH]c2ccccc23)cc1,x,8%,x,x,16%,-29%,x
Cc1ccc(S(=O)(=O)N2CCN(S(=O)(=O)c3ccc4c(c3)OCCCO4)CC2)cc1,x,-7%,x,x,-8%,4%,x
CC1(C)OC(=O)C2(Cc3cc([N+](=O)[O-])ccc3N3CCCCC32)C(=O)O1 (stereo unspecified),x,-17%,x,x,u,0%,x
Cc1ccc2nc(-c3ccc(N=Nc4cc(S(=O)(=O)O)c5ccccc5c4O)cc3)sc2c1S(=O)(=O)O,x,13µM*,x,x,12%,-13%,x
O=C(COC(=O)C12CC3CC(CC(C3)C1)C2)NCC1CCCO1 (stereo unspecified),x,1%,x,x,15%,1%,x
COc1ccc(C2CC(c3ccccc3)Oc3cc(OC)ccc32)cc1 (stereo unspecified),x,9%&11%,x,x,8%&-4%,-5%&-30%,x
CCCN1CCC(=O)N(C(CSc2ccc(Br)cc2)c2ccccc2)CC1 (stereo unspecified),x,-8%,x,x,u,-9%,x
CCN(CC)c1nc(C#N)nc(N2CCOCC2)n1,x,-3%,x,x,23µM*,-2%,x
CCc1sc(-c2cc3cccc(OC)c3oc2=O)nc1-c1cc(C)ccc1C,x,5%,x,x,-11%,12%,x
CC(=O)Nc1ccc(SCC(c2ccccc2)N2CCN(CCc3ccccc3)CCC2=O)cc1 (stereo unspecified),x,-2%,x,x,1%,-4%,x
Cc1cc(Cl)ccc1Nc1nc(NCc2ccco2)nc2nccnc12,x,13%,x,x,23%,1%,x
CN1N/C(=C\c2ccccc2)N=C2C(=O)N(C)C(=O)N=C21,x,5.8µM*,x,x,u,-109%,x
O=C(c1cccc2ccccc12)N1CCN(S(=O)(=O)c2ccccc2)CC1,x,6%,x,x,-2%,1%,x
COC(=O)CCSc1cc(NCCCOC(C)=O)c([N+](=O)[O-])c2nonc12,x,-23%,x,x,-11%,u,x
CC(C)(C)c1ccc(OCCn2c(CCNC(=O)C3CCCCC3)nc3ccccc32)cc1,x,-29%,x,x,18µM*,20µM*,x
COc1ccc(SCC(Cc2ccccc2)N2CCN(CC(C)C)CCC2=O)cc1 (stereo unspecified),x,-18%,x,x,15%,u,x
Cc1ccc2[nH]c(=O)c(CN(CCO)Cc3nnnn3Cc3ccco3)cc2c1,x,-2%,x,x,-6%,13%,x
CC(=O)N1CCC(C(=O)Nc2nnc(C(C)C)s2)CC1,x,-2%,x,x,10%,-27%,x
Cc1ccc(-c2nnc3ccc(SCC(N)=O)nn23)cc1,x,-13%,x,x,-2%,0%,x
Nc1nc(=S)c2n[nH]nc2[nH]1,x,-4%,x,x,-13%,-22%&-7%,x
CNC(=O)C1(C(F)(F)F)C/C(=C/CCO)CCCO1 (stereo unspecified),x,0%,x,x,7%,-4%,x
N#Cc1nc(N2CCCCC2)nc(N(c2ccccc2)c2ccccc2)n1,x,5%,x,x,-5%,4%,x
Cc1ccc(-c2[nH]ncc2CNCc2ccc(CN(C)C)cc2)cc1,x,u,x,x,5%,-1%,x
COc1ccc(SCC(Cc2ccccc2)N2CCN(C)CCC2=O)cc1 (stereo unspecified),x,-4%,x,x,-7%,-24%,x
COc1ccc(C2C=C3CN(C(=O)OC(C)(C)C)S(=O)(=O)C3CC2OC(=O)c2cccc(C)c2)cc1 (stereo unspecified),x,-1%,x,x,-7%,-1%,x
COP1(=O)CC(O)C(O)C(COCc2ccccc2)O1 (stereo unspecified),x,-1%,x,x,10%,-5%,x
COC(=O)C(CC(C)C)NS(=O)(=O)c1ccccc1Br (stereo unspecified),x,-3%,x,x,u,u,x
O=C(c1ccc2c(=O)n(-c3ccccc3)c(=O)[nH]c2c1)N1CCN(Cc2cccs2)CC1,x,7%,x,x,3%,28%,x
Cc1cn(C2CC3OCC(NC(=O)C(NC(=O)OC(C)(C)C)C(C)OCc4ccccc4)C3O2)c(=O)[nH]c1=O (stereo unspecified),x,-1%,x,x,2%,-23%,x
CCOC(=O)C1=C[C@@H](C(=O)OCC)[C@@H]2C3=C(C(=O)C2(C)C)[C@H](c2ccccc2)[C@@H]2C(=O)N(c4ccccc4)C(=O)[C@@H]2[C@@H]3C1,x,-8%,x,x,2%,1%,x
CCOC(=O)C(C)Sc1ccc2nnc(-c3ccc(OCC)cc3)n2n1 (stereo unspecified),x,-15%,x,x,u,6%,x
CC(C)CNc1ncnc2oc(-c3ccco3)c(-c3ccco3)c12,x,-14%,x,x,16µM*,u,x
CCCCN1CCC2C=CCC(C(=O)O)C2C1=O (stereo unspecified),x,1%,x,x,-22%,4%,x
O=S(=O)(c1ccccc1Cl)N1CCN(c2nc(-c3ccccc3)nc3ccccc23)CC1,x,1%,x,x,u,-14%,x
CCCC1OC2C[C@@H]3[C@H]4CCC5=CC(=O)C=C[C@]5(C)[C@H]4C(O)C[C@]3(C)[C@]2(C(=O)CO)O1 (stereo partly specified),x,-14%,x,x,x,-4%,x

# Screening data (PubChem)
